NCI-60 one-dose screen, 48 h, at 10 µM unless noted. Numbers give growth in % (100 = growth as untreated, 0 = no growth, -100 = all killed).
SK-MEL-5 – SK-MEL-5 melanoma | 6.4% of 80,000 active
UACC-62 – UACC-62 melanoma; 5.4% of 81,000 active
SK-MEL-2 – SK-MEL-2 melanoma; 4.7% of 77,000 active
A549/ATCC – A549/ATCC NSCLC; 3.7% of 81,000 active
EKVX – EKVX NSCLC. 3% of 71,000 active. AID 1794765
M14 – M14 melanoma | 6.2% of 80,000 active | AID 1794745
UACC-257 – UACC-257 melanoma; 4.4% of 78,000 active
MALME-3M – MALME-3M melanoma; 5.8% of 78,000 active
The depositor's hits bear a star; . = no result given; & = joins results of further samples; [ ] = another dose, or the depositor's remark. How the source made its calls: active means growth percent below 10; inactive means the rest.

item	compound	SK-MEL-5	UACC-62	SK-MEL-2	A549/ATCC
1	CCCCCCCCCCCC1=NC(C)(COC(=O)c2ccccc2)CO1 (stereo unspecified)	100.2	86.0	110.9	105.2
2	Cc1nc2cc(Nc3nc(Nc4ccc(F)cc4)nc(Nc4c(F)cccc4F)n3)ccc2n1Cc1ccccc1	96.3	.	99.7	76.0
3	CCCCCC(=O)Oc1ccccc1OC	100.8	105.5	107.4	99.1
4	O=C(NCCCOc1ccc([N+](=O)[O-])cc1Cl)OCc1ccccc1	94.0	92.7	110.1	95.0
5	C[C@]12CC[C@@H](O)C[C@H]1CC[C@@H]1[C@@H]2CC[C@@]2(C)[C@H]1CC[C@]2(O)C(=O)CO	98.7	100.4	110.9	93.2
6	CCCCCCCCCCCc1nc(-c2cc(OC)c(OC)c(OC)c2)no1	98.1	81.2	100.3	107.7
7	CCOC(=O)C1C(=O)C(=O)N(C(C)C)C1C(=O)OCC (stereo unspecified)	102.8	96.4	112.5	.
8	CCNC(=O)COc1ccccc1/C=N/N1C(=S)NC2C1N(C)C(=O)N2C (stereo unspecified)	103.2	86.1	92.3	97.1

item	EKVX	M14	UACC-257	MALME-3M
1	95.5	99.7	111.2	107.3
2	.	107.0	101.5	104.4
3	97.3	99.5	99.2	100.4
4	95.3	118.8	103.7	121.2
5	95.1	102.0	95.0	104.5
6	96.4	96.8	101.7	101.6
7	105.5	110.9	86.7	92.4
8	100.0	94.3	84.9	111.4

(cont.)
item	compound	SK-MEL-5	UACC-62	SK-MEL-2	A549/ATCC
9	Cc1ccc(S(=O)(=O)N/N=C/c2ccc([N+](=O)[O-])cc2)cc1	105.4	113.8	124.6	95.1
10	CCOC(=O)c1cn[nH]c1C	106.2	103.1	108.5	103.0
11	Cn1c2ccccc2c2c(OC(=O)c3ccccc3)c3c(nc21)-c1ccccc1C3	96.6	92.5	81.1	93.1
12	CCOC(=O)c1c[nH]c2c(Cl)c3nnn(OCC)c3cc2c1=O	98.3	108.2	.	107.1
13	COc1ccc(-c2nc3c(c(=O)[nH]2)C(c2ccc(Cl)cc2)c2sc4c(C)cccc4c2O3)cc1 (stereo unspecified)	96.5	75.5	104.9	95.7
14	Cc1ccc(CNc2ccc3nc(CCC(C)C)[nH]c3c2)cc1	97.8	90.7	106.9	97.6
15	O=C(c1ccc(O)cc1)[C@@H]1[C@@H]2CCCN2[C@]2(C(=O)Nc3ccccc32)[C@H]1c1ccc(F)cc1	95.1	78.7	103.1	97.4
16	Nc1ncc(-c2ccc3ncnc(N4CCc5ccc(Cl)cc54)c3c2)cc1C(F)(F)F	22.6	10.5	14.1	13.5

item	EKVX	M14	UACC-257	MALME-3M
9	103.2	105.4	110.8	106.0
10	.	109.8	114.3	108.5
11	86.0	93.8	95.7	104.5
12	101.8	114.4	107.0	96.5
13	90.2	97.3	99.2	.
14	96.0	96.2	89.7	90.9
15	80.7	95.0	96.2	90.7
16	6.9*	26.7	29.3	-0.6*

(cont.)
item	compound	SK-MEL-5	UACC-62	SK-MEL-2	A549/ATCC
17	COc1ccc(-n2cc3c(c2-c2ccccc2)CCc2cnoc2-3)cc1	86.0	76.7	104.4	80.1
18	CC(=O)C1=CC=C(c2cc3cc(Br)ccc3oc2=O)NC1C (stereo unspecified)	96.2	88.7	100.3	77.8
19	O=C1CCC23C=CC(O2)C(O)c2ccccc2N13 (stereo unspecified)	115.1	100.7	105.1	100.2
20	CC1=CC(c2cccs2)N2C=CSC2=N1 (stereo unspecified)	105.3	105.6	107.4	100.8
21	CCCCCOC(=O)c1ccccc1O	103.0	97.9	110.5	96.2
22	COc1ccc(/C=C2\N=C3SC=C(N)N3C2=O)cc1	4.7*	23.0	.	32.8
23	C=C1SC(=Nc2c(C)cccc2C)N(c2nc(Cl)nc(Cl)n2)C12CCCCC2	84.2	104.9	.	96.2
24	COc1cc(/C=N/NC(=O)c2cn(C3CC3)c3c(OC)c(N4CC5CCCNC5C4)c(F)cc3c2=O)ccc1O (stereo unspecified)	95.4	91.5	113.3	-21.4*

item	EKVX	M14	UACC-257	MALME-3M
17	68.4	99.9	90.6	.
18	102.0	90.2	94.0	95.3
19	101.8	96.6	100.6	98.5
20	.	100.9	102.7	114.5
21	94.2	97.4	94.3	108.6
22	.	24.8	.	-15.3*
23	.	97.9	94.6	90.3
24	24.9	.	103.9	89.2

New compounds follow
item	compound	SK-MEL-5	UACC-62	SK-MEL-2	A549/ATCC
25	Cc1cc(CSc2ccccc2C(=O)NCc2ccccc2)on1	101.9	89.2	103.5	99.7
26	Clc1ccc(-c2nnc(-c3nc4ccccc4nc3Cl)o2)c(Cl)c1	100.3	95.4	116.8	106.8
27	O=[N+]([O-])c1ccc2c(c1)-c1ccccc1/C2=N\O	92.1	89.8	93.6	97.5
28	S=c1[nH]nc(-c2ccncc2)n1-c1ccc(Cl)cc1	102.4	94.9	115.6	101.4
29	O=C1/C(=C\c2ccc3nccnc3c2)SC(=S)N1CCc1ccc(O)cc1	98.7	84.5	97.1	100.9
30	CC(C(=O)c1c([O-])on[n+]1-c1ccccc1)n1ccnc1 (stereo unspecified)	92.2	80.1	84.7	92.9
31	Cn1cc2c(c1)-c1[nH]c(=O)ncc1CC2	106.6	95.7	115.7	104.1
32	COc1ccc2nc(-c3ccc(OC)c(OC)c3)cc(-c3nnc(SCC(=O)Nc4ccc(/C(C)=N\O)cc4)n3-c3ccccc3)c2c1	71.7	71.1	80.7	70.7

item	EKVX	M14	UACC-257	MALME-3M
25	87.3	99.1	.	90.3
26	104.6	102.5	111.8	106.2
27	72.5	99.6	102.0	122.7
28	100.4	95.2	104.6	105.4
29	100.2	85.5	81.9	75.7
30	.	105.0	95.6	78.9
31	96.8	89.3	120.8	135.1
32	88.8	92.1	88.0	109.8

(continued)
item	compound	SK-MEL-5	UACC-62	SK-MEL-2	A549/ATCC
33	Cc1cc(Cc2cc(C)c(O)c(CO)c2)cc(CO)c1O	104.9	77.7	134.0	106.2
34	COc1ccc(-c2nc(SCCC(C)C)nc(N/N=C\c3ccc([N+](=O)[O-])cc3)c2C#N)cc1	84.3	76.7	111.2	84.8
35	O=C(NCCOCCOCCOCCNC(=O)c1cc2c(o1)C(=O)c1ccccc1C2=O)NC12CC3CC(CC(C3)C1)C2	-97.7*	-93.6*	-17.9*	-47.6*
36	COc1cc(N=Nc2ccc(O)c3ncccc23)c2ncccc2c1	43.1	6.7*	61.3	8.1*
37	O=C(/C=C/c1ccc(Cl)cc1)n1nnnc1-c1ccccc1	105.6	84.1	88.6	98.6
38	Nc1ncnc2c1ccn2-c1cccc(NC(=O)NS(=O)(=O)c2ccc(Cl)cc2)c1	106.5	111.6	134.3	102.8
39	O=C(Cc1ccccc1)C(F)(F)F	.	103.9	106.6	105.4
40	O=C(/C=C/c1ccc(Cl)cc1)c1cccc(OCCCOc2cccc(C(=O)/C=C/c3ccc(Cl)cc3)c2)c1	102.0	90.0	106.9	92.7

item	EKVX	M14	UACC-257	MALME-3M
33	104.9	98.9	65.7	117.1
34	75.6	90.0	98.1	77.1
35	-4.0*	-40.2*	-77.0*	-94.5*
36	65.8	25.9	74.4	35.5
37	100.7	89.7	91.6	103.9
38	93.4	115.4	104.0	112.9
39	99.1	99.6	18.1	99.4
40	106.7	98.6	98.6	109.0

Reprinted at random: 2 entries already listed, in no set order.
item	compound	SK-MEL-5	UACC-62	SK-MEL-2	A549/ATCC
8	CCNC(=O)COc1ccccc1/C=N/N1C(=S)NC2C1N(C)C(=O)N2C (stereo unspecified)	103.2	86.1	92.3	97.1
16	Nc1ncc(-c2ccc3ncnc(N4CCc5ccc(Cl)cc54)c3c2)cc1C(F)(F)F	22.6	10.5	14.1	13.5

item	EKVX	M14	UACC-257	MALME-3M
8	100.0	94.3	84.9	111.4
16	6.9*	26.7	29.3	-0.6*

(list continues)
item	compound	SK-MEL-5	UACC-62	SK-MEL-2	A549/ATCC
41	COc1cc(-c2n/c(=C\c3c(O)[nH]c4ccccc34)cc3c2=Nc2ccccc2-3)cc(OC)c1OC	2.1*	40.0	35.6	9.2*
42	C/C(=N\Nc1cc(C)nc2ccc(Br)cc12)c1ccccc1	91.8	92.9	114.4	90.8
43	N[C@H](CC1CC1)C(=O)N[S@@](=O)c1scc(Cl)c1Cl	104.2	94.3	106.2	101.9
44	CCOP(=O)(Nc1cccc2oc(=O)c3ccccc3c12)OCC	99.1	94.5	99.2	108.3
45	COc1cc(C(=O)OCCN2CCN(C)CC2)cc(OC)c1OC	100.1	96.9	98.1	87.0
46	Cc1ccc(C(=O)/C=C/c2nc(-c3ccc(Cl)cc3)oc2C)cc1	99.3	86.3	106.2	100.0
47	CCN(CC)CCn1c(CO)nc2c1c(=O)n(C)c(=O)n2C	101.0	101.4	100.8	87.1
48	O=[N+]([O-])c1cccc(/C=N/n2c(N=Nc3c(O)[nH]c4ccccc34)n[nH]c2=S)c1	95.9	93.1	101.6	102.0

item	EKVX	M14	UACC-257	MALME-3M
41	45.8	-5.1*	56.2	.
42	81.6	87.2	105.8	122.1
43	105.9	104.1	99.7	101.5
44	91.6	108.3	102.5	100.0
45	103.6	100.9	81.3	100.4
46	93.6	104.1	107.5	95.2
47	98.3	96.7	94.6	103.8
48	92.9	97.3	104.9	100.7

Later entries.
item	compound	SK-MEL-5	UACC-62	SK-MEL-2	A549/ATCC
49	NS(=O)(=O)c1cnccc1-n1ccc(=O)cc1	111.6	92.1	84.4	134.8
50	O=C1C(O)CCN1C1CCCCC1 (stereo unspecified)	111.4	100.7	103.6	95.3
51	C=C(C)[C@@H]1CC[C@]2(C(=O)NCC#CCN3CCN(C)CC3)CC[C@]3(C)[C@H](CC[C@@H]4[C@@]5(C)Cc6c([nH]c7ccccc67)C(C)(C)[C@@H]5CC[C@]43C)[C@@H]12	86.1	98.3	90.2	73.5
52	CCOC(=O)Cc1csc2nc(-c3ccccc3)nn12	106.7	98.6	114.1	105.2
53	N=C(N)c1ccc(-c2ccc(-c3ccc(Cl)cc3)s2)nc1	82.8	89.9	102.5	-30.8*
54	CC1=Cc2cc(Br)ccc2OC12Oc1ccc(Br)cc1C=C2C	100.2	93.9	92.9	98.8
55	O=C(Nc1ncc(Cc2cccc(C(F)(F)F)c2)s1)C1=NCCCN1	97.3	85.2	100.9	89.6
56	CC(=O)Nc1ccc(NC(=O)Nc2cccc(-c3nc(-c4ccc(NC(=O)c5cccnc5)cc4Cl)no3)c2)cc1C(F)(F)F	-88.2*	-81.6*	-68.5*	-1.1*

item	EKVX	M14	UACC-257	MALME-3M
49	95.7	.	85.6	49.6
50	95.8	105.4	100.1	120.3
51	91.4	88.0	99.7	78.2
52	105.0	104.2	119.4	.
53	59.1	17.9	82.3	87.3
54	98.3	93.2	97.8	98.0
55	91.8	84.6	96.0	98.7
56	-39.0*	-58.7*	-43.7*	-84.9*

More entries follow.
item	compound	SK-MEL-5	UACC-62	SK-MEL-2	A549/ATCC
57	c1ccc(-c2nn3c(-c4ccccc4)nnc3o2)cc1	89.6	95.9	112.6	87.2
58	C=C(C)[C@@H]1CC[C@]2(COC(=O)c3ccccc3C(=O)O)CC[C@]3(C)[C@H](CC[C@@H]4[C@@]5(C)CC[C@H](OC(=O)c6ccccc6C(=O)O)C(C)(C)[C@@H]5CC[C@]43C)[C@@H]12	11.9[100 µM]	-18.7*[100 µM]	23.8[100 µM]	51.3[100 µM]
59	COc1ccc2cc(-c3ccnc4[nH]c(=S)[nH]c(=O)c34)ccc2c1	89.6	80.5	98.5	76.9
60	O=C(NC(=S)Nc1cc(-c2ccco2)[nH]n1)c1cccs1	101.7	102.7	110.8	101.8
61	Cc1cc(C)c(Nc2n[nH]c(=S)s2)cc1C	107.3	112.1&90.5	102.3&112.4	101.6&95.4
62	CN(C)c1cccc2c(S(=O)(=O)Nc3cccc(-c4csc(N)n4)c3)cccc12	53.0	66.9	101.6	86.4
63	CNc1nc(SCc2ccc(F)cc2)ncc1C	98.0	99.0	111.7	103.9
64	NC(=O)N/N=C1\CC2CC1C1C=CCC21 (stereo unspecified)	109.9	96.4	109.4	93.3

item	EKVX	M14	UACC-257	MALME-3M
57	109.9	103.6	85.0	.
58	39.5[100 µM]	29.6[100 µM]	92.9[100 µM]	30.7[100 µM]
59	109.5	100.1	90.8	108.6
60	109.4	102.2	114.5	98.0
61	82.5	97.7&118.4	98.3&96.9	90.6&106.9
62	65.4	102.0	78.9	91.9
63	94.0	99.4	93.3	115.9
64	81.4	113.6	93.9	137.4

Later entries:
item	compound	SK-MEL-5	UACC-62	SK-MEL-2	A549/ATCC
65	c1ccc2cc(N3CCCCC3)ccc2c1	109.6	90.1	111.6	92.9
66	CCOc1ccc(Nc2nc(-c3ccc4c(c3)NC(=O)CO4)cs2)cc1	-11.2*	52.1	81.3	71.7
67	O=C(O)c1ccc(-n2cc(/C=N/Nc3cccc(F)c3)c(-c3ccc(F)c(F)c3)n2)cc1	88.5	86.6	100.5	113.4
68	C[C@H]1[C@H]2C3=CC[C@@H]4[C@@]5(C)C/C(=C\c6ccccc6)[C@H](O)C(C)(C)[C@@H]5CC[C@@]4(C)[C@]3(C)CC[C@@]2(CO)CC[C@@H]1C	98.3	91.7	98.9	86.1
69	CCOC(=O)c1ccc(N=Cc2cc(Cl)cc(Cl)c2O)cc1	99.0	105.7	113.4	94.7
70	NC(=O)Cc1ccncc1	97.4	97.5	106.7	74.8
71	CCCSc1nc(NC2CC2)c(C#N)c(-c2ccccc2)n1	100.4	87.8	115.5	89.1
72	O=C1CCC(=O)CC1	109.0	99.0	.	91.4

item	EKVX	M14	UACC-257	MALME-3M
65	113.0	109.7	102.7	104.7
66	89.0	68.2	33.0	69.7
67	90.2	93.6	113.4	79.4
68	70.2	100.6	101.6	100.3
69	.	103.1	96.2	100.9
70	104.6	101.8	78.8	101.2
71	105.4	132.5	112.5	128.8
72	98.8	98.1	89.4	110.0

Screens: PubChem BioAssay, NCI

Rows are unselected (roughly 9.8% active in at least one column).
